Bioassay records deposited in PubChem BioAssay by The Scripps Research Institute Molecular Screening Center.
TbREL1 inh – TbREL1 inhibition, primary screen. TbREL1 RNA ligation, FRET fluorescence. inhibition, % at 9.66 µM. 0.49% of 89,000 active. AID 1117264;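 active = inhibition above the mean inhibition across all screened compounds plus 3 SD, cut at about 11% in these data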;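 also: 0% = plate median of test wells and 100% = NSC42067 control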
Target sequence (P86926 whole entry, looked up): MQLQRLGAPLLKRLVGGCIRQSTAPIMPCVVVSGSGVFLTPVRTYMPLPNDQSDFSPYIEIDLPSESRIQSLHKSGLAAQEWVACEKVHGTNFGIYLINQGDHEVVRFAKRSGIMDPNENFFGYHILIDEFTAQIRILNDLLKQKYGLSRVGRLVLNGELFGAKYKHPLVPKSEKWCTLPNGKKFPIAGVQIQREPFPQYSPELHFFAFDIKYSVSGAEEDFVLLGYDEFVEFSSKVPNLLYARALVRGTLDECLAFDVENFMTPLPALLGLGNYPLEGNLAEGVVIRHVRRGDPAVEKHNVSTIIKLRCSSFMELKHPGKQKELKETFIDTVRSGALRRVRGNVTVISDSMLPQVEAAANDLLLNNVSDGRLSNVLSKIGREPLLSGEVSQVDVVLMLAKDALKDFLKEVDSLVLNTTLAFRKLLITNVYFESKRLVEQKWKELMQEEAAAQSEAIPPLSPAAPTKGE
* marks the source's active call; other numbers are inactive results. Not all compounds are listed, so the mix of outcomes need not match the whole.

How did O=C(CSCc1ccc(Cl)cc1)N/N=C/c1c(Cl)cccc1Cl do in these assays?
TbREL1 inh: 5.2

What do the screens show for `COC(=O)c1sc(NC(=O)CN2CCN(c3cccc(Cl)c3)CC2)c(C(=O)OC)c1C`?
TbREL1 inh: 1.1

Results for COc1ccc(-c2cn(-c3ccccc3)c(=S)[nH]2)cc1OC ?
TbREL1 inh: -3.4

How did Cc1ccc(N(O)C(C)(C)C)cc1 do in these assays?
TbREL1 inh: -3.4

Results for O=S(=O)(Nc1cccc(-c2cn3cccnc3n2)c1)c1ccc(F)cc1 ?
TbREL1 inh: -1.8

What do the screens show for `CCN1C(=O)[C@H]2[C@@H](c3ccc(-c4ccc(Cl)c(Cl)c4)cc3)N3CCCC[C@@]3(C(=O)OC)[C@H]2C1=O`?
TbREL1 inh: -0.3

What do the screens show for `NC(=O)CC(NC(=O)c1cccc(Br)c1)c1ccc(N2CCC(N3CCCC3)CC2)c([N+](=O)[O-])c1` (configuration not stated)?
TbREL1 inh: -0.3

What do the screens show for `CS(=O)(=O)c1ccc(Oc2ccc(-c3nnco3)cc2)c([N+](=O)[O-])c1`?
TbREL1 inh: -0.6

Results for O=C1CN(C(=O)c2ccccn2)c2ccccc2N1 ?
TbREL1 inh: 1.3

What do the screens show for `COc1ccccc1NC(=O)C1CCN(C(=O)C2CC(=O)N(c3ccc(C)cc3)C2)CC1` (configuration not stated)?
TbREL1 inh: -3.8

How did Cn1cccc1Cc1nnc(SCC(=O)Nc2ccc(F)cc2)n1CCc1ccccc1 do in these assays?
TbREL1 inh: -6.7

What do the screens show for `Cc1sc2cc(-c3cccc([N+](=O)[O-])c3)c(-c3cccc([N+](=O)[O-])c3)c[n+]2c1C`?
TbREL1 inh: 2.0

How did COC(=O)CSc1nnc(-c2ccc(NS(=O)(=O)c3ccc(Cl)s3)cc2)o1 do in these assays?
TbREL1 inh: -2.0

How did CCc1nc(SCC(=O)c2ccccc2)c2ccccc2n1 do in these assays?
TbREL1 inh: -1.0

How did COc1cccc(C(C)(O)c2nc(-c3ccccc3)cs2)c1 (configuration not stated) do in these assays?
TbREL1 inh: -0.1

How did OCCN1CCN(c2cc(C(F)(F)F)nc3c(F)cccc23)CC1 do in these assays?
TbREL1 inh: -2.0

What do the screens show for `CCN(CC)CCN(C(=O)c1ccc2c(c1)CCCC2)c1nc2c(OC)cccc2s1`?
TbREL1 inh: 2.5

What do the screens show for `CCN(C(=O)COC(=O)C12CC3CC(CC(O)(C3)C1)C2)c1c(N)n(Cc2ccccc2)c(=O)[nH]c1=O`?
TbREL1 inh: -0.5

What do the screens show for `Cc1ccc(CNC(=O)c2cncc(Br)c2)cc1`?
TbREL1 inh: -0.4

What do the screens show for `CC(C)C(=O)Nc1nnc(-c2ccccc2)o1`?
TbREL1 inh: 1.8

Results for Cc1occc1-c1nnc(SCC(=O)NCc2cccs2)n1-c1ccc(F)cc1 ?
TbREL1 inh: -1.9

What do the screens show for `COc1ccc([C@H]2CC(=O)C=C(c3cc(OC)ccc3OC)C2)cc1`?
TbREL1 inh: -0.6

Results for CSC(=NC#N)N1CCN(c2ccc(Cl)cc2)CC1 ?
TbREL1 inh: 3.4

Results for c1ccc(-n2ncc3c(N4CCN(c5ccccn5)CC4)nc(N4CCCCCC4)nc32)cc1 ?
TbREL1 inh: -0.7

How did CCSc1ccccc1C(=O)NCc1ccc(OC)cc1 do in these assays?
TbREL1 inh: 0.4

Results for Cc1cc(C(=O)COc2cc(F)ccc2[N+](=O)[O-])c(C)n1CC1CCCO1 (configuration not stated) ?
TbREL1 inh: -5.5

What do the screens show for `CCCS(=O)(=O)c1c(S(=O)(=O)CCC)c2cc(-c3ccncc3)ccn2c1C(=O)OC`?
TbREL1 inh: -3.8

Results for COC(=O)c1cc(OC)c(OC)cc1NC(=S)N1CCN(c2ccccn2)CC1 ?
TbREL1 inh: -1.9

What do the screens show for `C=CCOc1ccc(CNn2c(C)n[nH]c2=S)cc1OC`?
TbREL1 inh: -3.7

Results for CCOC(=O)[C@@H]1[C@H]2COc3ccc(Br)cc3[C@@H]2N2C(=O)N(c3cccc(F)c3)C(=O)[C@]12C ?
TbREL1 inh: 1.2

How did CCOc1ccc(CN2C(=O)c3ccccc3C2C(=O)NCC2CCCO2)cc1 (configuration not stated) do in these assays?
TbREL1 inh: -1.6

Results for N#CCCn1c2ccccc2c2nc3ccccc3nc21 ?
TbREL1 inh: -6.1

How did O=C(N/N=C/c1ccc2c(c1)OCO2)C(=O)Nc1ccccc1 do in these assays?
TbREL1 inh: -1.6

What do the screens show for `O=C(OCCCN1CCCC1)C1(c2ccccc2)CCCC1`?
TbREL1 inh: 1.0

How did COc1cc(C)c(C(C)C)cc1S(=O)(=O)NCCCn1ccnc1 do in these assays?
TbREL1 inh: -3.8

What do the screens show for `O=C(NCc1ccc2c(c1)OCO2)Nc1ccc(F)cc1`?
TbREL1 inh: 1.5

Results for C=CCn1c(-c2ccccc2[N+](=O)[O-])n[nH]c1=S ?
TbREL1 inh: -1.1

What do the screens show for `O=C1[C@@H](c2ccccc2)CC[C@@H]2C=CC[C@H]3CCN1[C@@H]32`?
TbREL1 inh: 1.9

How did COc1cccc(NC2=NCC(=O)N2Cc2cccs2)c1 do in these assays?
TbREL1 inh: 4.5

What do the screens show for `CCOc1ccccc1NC(=O)N1CCCC1C(=O)Nc1nnc(CC)s1` (configuration not stated)?
TbREL1 inh: -0.3

Results for CCn1nc(NC(=O)c2ccccn2)c2cc3cccc(C)c3nc21 ?
TbREL1 inh: 0.9

How did COc1ccc(N2CCC(CNC(=O)Nc3ccccc3)C2)cc1 (configuration not stated) do in these assays?
TbREL1 inh: -7.1

What do the screens show for `CCOc1cc2c(cc1OCC)C(c1ccc(O)c(OC)c1)NCC2` (configuration not stated)?
TbREL1 inh: -5.4

Results for Cc1ccc(-n2[nH]c(C)c(C=NCc3ccncc3)c2=O)cc1 ?
TbREL1 inh: -0.2

What do the screens show for `Cc1nc(CCNC(=O)CC2C(=O)NCCN2Cc2ccccc2)nc2c1CCC2` (configuration not stated)?
TbREL1 inh: -1.9

What do the screens show for `Cn1c(-c2ccccc2)c(C(=O)CC#N)c2ccccc21`?
TbREL1 inh: -1.7

Results for C/C(=N/NC(=O)CSc1nc2ccccc2n1C)c1ccncc1 ?
TbREL1 inh: 1.8

Results for c1ccc(C2[C@H]3CN(CC4CCCCC4)[C@H](c4ccccc4)C34CC2(c2ccccc2)C4)cc1 (some centres not stated) ?
TbREL1 inh: -0.6

What do the screens show for `COc1cccc(NC(=O)COC(=O)C2CC(=O)N(c3ccc(C)cc3)C2)c1` (configuration not stated)?
TbREL1 inh: 2.4

What do the screens show for `C=C(C)c1cccc(C(C)(C)NC(=O)N2CCN(c3ccccc3)CC2)c1`?
TbREL1 inh: -3.7

What do the screens show for `COc1cccc(C(=O)/C=C/Nc2ccc(S(=O)(=O)Nc3cccc(C(C)=O)c3)cc2)c1`?
TbREL1 inh: -2.4

What do the screens show for `CCOC(=O)C1CCCN(Cc2nc(N)nc(Nc3ccc(Cl)cc3)n2)C1` (configuration not stated)?
TbREL1 inh: 5.0

Results for COC1=CC(=O)OC(c2ccc(OC)cc2)C1 (configuration not stated) ?
TbREL1 inh: -0.9

How did CCOc1c2ccc(C(=O)NCC34CC5CC(CC(C5)C3)C4)cc2nn1CC do in these assays?
TbREL1 inh: -1.3

How did Cc1cc(Oc2ccc(-c3ccccc3)cc2)n2ncnc2n1 do in these assays?
TbREL1 inh: -3.5

Results for Cc1cc(C)cc(NC(=O)C2C3C=CC(O3)C2C(=O)O)c1 (configuration not stated) ?
TbREL1 inh: -1.9

Results for COC(=O)c1cc(NC(=O)/C=C/c2ccc3c(c2)OCO3)cc(C(=O)OC)c1 ?
TbREL1 inh: 1.5

What do the screens show for `CCc1ccccc1N(CC(=O)NCC1CCCO1)C(=O)CCC(=O)Nc1nccs1` (configuration not stated)?
TbREL1 inh: 0.2

Results for Cc1cc(C)n2nc(SCC(=O)NC(=O)c3ccccc3Cl)nc2n1 ?
TbREL1 inh: 4.6

Results for Cc1cccc2cc(C#N)c(SCC(=O)N3CCC(C)CC3)nc12 ?
TbREL1 inh: 1.4

Overlap with the part before: 6 entries, then new ones.
How did Cc1cc(Oc2ccc(-c3ccccc3)cc2)n2ncnc2n1 do in these assays?
TbREL1 inh: -3.5

Results for Cc1cc(C)cc(NC(=O)C2C3C=CC(O3)C2C(=O)O)c1 (configuration not stated) ?
TbREL1 inh: -1.9

Results for COC(=O)c1cc(NC(=O)/C=C/c2ccc3c(c2)OCO3)cc(C(=O)OC)c1 ?
TbREL1 inh: 1.5

What do the screens show for `CCc1ccccc1N(CC(=O)NCC1CCCO1)C(=O)CCC(=O)Nc1nccs1` (configuration not stated)?
TbREL1 inh: 0.2

Results for Cc1cc(C)n2nc(SCC(=O)NC(=O)c3ccccc3Cl)nc2n1 ?
TbREL1 inh: 4.6

Results for Cc1cccc2cc(C#N)c(SCC(=O)N3CCC(C)CC3)nc12 ?
TbREL1 inh: 1.4

How did COc1ccc2[nH]c3c(c2c1)CCN1C(=O)C(CC(=O)NCCN2CCOCC2)C[C@H](C(=O)N2CCOCC2)[C@@]31C (some centres not stated) do in these assays?
TbREL1 inh: 0.5

Results for Cc1ccc(S(=O)(=O)CCC(=O)OCC(=O)NC(N)=O)cc1 ?
TbREL1 inh: -0.6

How did Cc1n[nH]c(=S)n(NC(=O)/C=C/C(=O)Nn2c(=S)[nH]nc(C)c2=O)c1=O do in these assays?
TbREL1 inh: 20.2*

What do the screens show for `CC(C)C1C(=O)N(Cc2cn(Cc3ccco3)nn2)CCS(=O)(=O)N1Cc1ccc(-c2ccc(Cl)c(Cl)c2)cc1` (configuration not stated)?
TbREL1 inh: 5.7

How did Nc1nonc1-n1nnc(C(=O)N/N=C/c2ccc(OCc3ccccc3)cc2)c1CN1CCCCC1 do in these assays?
TbREL1 inh: 2.3

How did COC(=O)c1nc(-n2nc(C)cc2C)ccc1Cl do in these assays?
TbREL1 inh: 2.9

Results for Cc1cc(NC(=O)CSCc2nc(-c3cccc(F)c3)oc2C)no1 ?
TbREL1 inh: -1.7

Results for NC(=O)CSc1nc2sc(-c3ccccc3)cc2c(=O)n1N ?
TbREL1 inh: -0.4

How did CCC(=O)Nc1ccc2c(c1)ncn2-c1ccccc1 do in these assays?
TbREL1 inh: -3.1

Results for c1ccc2cc(CCCc3cc4ccccc4cn3)ncc2c1 ?
TbREL1 inh: 0.5

What do the screens show for `O=C(C1COc2ccccc2O1)N1CCN(c2ccccc2O)CC1` (configuration not stated)?
TbREL1 inh: -3.0

Results for O=C(CSc1nnc(Cc2cc(=O)[nH]c(=O)[nH]2)n1-c1ccc(F)cc1)N1CCCCC1 ?
TbREL1 inh: 0.1

Results for Nc1cc2nc[nH]c2cc1N ?
TbREL1 inh: 7.2

What do the screens show for `COc1ccc(NC(=S)NNC(=O)c2ccc(S(=O)(=O)N3CCOCC3)cc2)cc1`?
TbREL1 inh: -8.0

What do the screens show for `O=C1/C(=C/c2ccccn2)SC(=S)N1c1cccc(O)c1`?
TbREL1 inh: 1.1

Results for CC(C)C[C@@H](CN1CCCC1CN1C(=S)NC[C@@H]1Cc1ccc(O)cc1)N1C[C@H](Cc2ccccc2)N(CC2CCCCC2)C1=S (some centres not stated) ?
TbREL1 inh: -5.5

What do the screens show for `CCOc1ccc(-n2c(=O)c3sccc3n(Cc3ccc(C)cc3)c2=O)cc1`?
TbREL1 inh: -0.5

How did O=C(NCCc1ccccc1F)[C@@H]1CSC2c3ccccc3C(=O)N21 (some centres not stated) do in these assays?
TbREL1 inh: -1.1

What do the screens show for `COC(=O)[C@]12C[C@H](CC(=O)NCc3cccc(C(F)(F)F)c3)C(=O)N(Cc3cccc4ccccc34)C1=C[C@H](C(C)C)O[C@@H]2C1CC1`?
TbREL1 inh: 1.3

What do the screens show for `O=C(Nc1cccc(O)c1)C1CCCN1C(=O)OCc1ccccc1` (configuration not stated)?
TbREL1 inh: 0.1

Results for CCC(=O)N1CCN=C1SCc1ccccc1 ?
TbREL1 inh: 4.3

Results for CCn1c(=O)cc(SCC(=O)N2CCN(c3ccccn3)CC2)c2ccccc21 ?
TbREL1 inh: 5.3

How did COc1cccc(CC2(CO)CCCN(S(=O)(=O)N(C)C)C2)c1 (configuration not stated) do in these assays?
TbREL1 inh: 0.2

How did CC(=O)N1CCOc2ccc(S(=O)(=O)NCc3ccccc3Cl)cc21 do in these assays?
TbREL1 inh: 1.2

How did O=C(CCC(=O)NC1CC1)Nc1nnc(C2CCCCC2)s1 do in these assays?
TbREL1 inh: -0.2

How did CCN(c1cccc(C)c1)S(=O)(=O)c1c(C)[nH]c(=O)[nH]c1=O do in these assays?
TbREL1 inh: -0.4

Results for CN(C)CCNC(=O)NC(=O)c1ccc(Cl)cc1 ?
TbREL1 inh: -1.1

How did CC(C)COc1ccc(/C=C2/Sc3ccccc3C2=O)cc1 do in these assays?
TbREL1 inh: 5.0

How did Cc1ccc(S(=O)(=O)Cn2nnnc2C(C(C)C)N2CCC(O)CC2)cc1 (configuration not stated) do in these assays?
TbREL1 inh: 5.2

Results for CC(C)NC(=O)N(C)C[C@H]1Oc2c(NS(=O)(=O)c3ccccc3)cccc2C(=O)N([C@H](C)CO)C[C@@H]1C ?
TbREL1 inh: -0.1

How did Cc1ccc(-c2nn3c(C)nnc3c3ccccc23)cc1S(=O)(=O)NCCN1CCOCC1 do in these assays?
TbREL1 inh: -0.7

What do the screens show for `COc1ccc(NC(=O)CSc2nc(=O)n(CCN(C)C)c3c2CCCC3)cc1`?
TbREL1 inh: 7.0

How did C[C@H]1[C@H](NCc2cccnc2)CC[C@@]23CCCN2C(=O)CCC[C@@H]13 do in these assays?
TbREL1 inh: -0.8

What do the screens show for `O=C(Nc1ccccc1N1CCOCC1)c1ccccc1NS(=O)(=O)c1ccc(F)c(F)c1`?
TbREL1 inh: -0.9

Molecules above that have bromine, in the order listed:
What do the screens show for `NC(=O)CC(NC(=O)c1cccc(Br)c1)c1ccc(N2CCC(N3CCCC3)CC2)c([N+](=O)[O-])c1` (configuration not stated)?
TbREL1 inh: -0.3

What do the screens show for `Cc1ccc(CNC(=O)c2cncc(Br)c2)cc1`?
TbREL1 inh: -0.4

Results for CCOC(=O)[C@@H]1[C@H]2COc3ccc(Br)cc3[C@@H]2N2C(=O)N(c3cccc(F)c3)C(=O)[C@]12C ?
TbREL1 inh: 1.2
